# Screens deposited in PubChem BioAssay by several laboratories.
# Salmonella PhoP GFP: inhibitors of PhoP regulon expression, primary screen, Salmonella Typhimurium, GFP reporter (AID 1863); S. Typhimurium PhoP-regulated promoter GFP reporter, 4 h; higher % means a stronger effect; inhibition, % at 50 µM, or IC50 in µM where a hit was titrated; 300,000 tested, 0.16% active;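 active means inhibition over 29.93%, a cutoff 3 SD above the screen mean, later confirmed by dose response; inconclusive means inhibition over 29.93% but no dose response follow-up; inactive means inhibition at most 29.93% or unconfirmed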;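 further: 0% = low Mg2+ inducing control and 100% = high Mg2+ repressing control; strong numbers were not always called active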
# GPR55 antagonists: inhibition of LPI-stimulated GPR55 beta-arrestin translocation – imaging, U2OS, beta-arrestin-GFP, LPI agonist, primary screen (AID 2013) | U2OS GPR55 beta-arrestin-GFP translocation imaging, LPI antagonism; higher % means a stronger effect | 290,000 tested, 0.13% active | inhibition, % at 10 µM; hits with a dose series show IC50 in µM;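 active means spots per cell inhibited over 60%, with over 100 cells counted and total cytoplasm intensity under 500,000; inconclusive means wells with under 100 cells, flagged as likely toxic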;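 further: U2OS cells stably carrying GPR55 and arrestin-GFP stimulated by 5 µM LPI near EC80; imaged beta-arrestin-GFP aggregate spots per cell after agonist stimulation; plate controls were LPI-stimulated DMSO wells for no effect and DMSO wells without LPI for full effect; some results filed as inactive read as strong as hits; confirmed hits need IC50 under 10 µM and bright autofluorescent wells are also inconclusive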
# Siah-1 displacement: blockers of Siah-1 interaction with plectin peptide – biochemical, fluorescence polarization, rhodamine-plectin, uHTS, primary screen (AID 1817). Siah-1 / rhodamine-plectin peptide fluorescence polarization; higher % means a stronger effect. one-dose displacement, % at 20 µM; IC50 in µM for titrated hits. 290,000 tested, 0.02% active;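 active means displacement of at least 50% at 20 µM, with a fluorescence ratio check between 0.3 and a set limit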;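 further: plate controls were Siah plus tracer with DMSO for no effect and tracer alone without Siah for full effect; strong numbers were not always called active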
# Myeloid diff MLP: myeloid differentiation induction; AID 624256; calls only at 10 µM; ER-HoxA9 myeloid progenitors, lysozyme-GFP differentiation, flow cytometry; 360,000 tested, 1% active;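 active means normalized GFP-positive differentiation at or above the plate's own cutoff, the solvent-only control mean plus 3 SD; inconclusive means no clear call, values can overlap the other calls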;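 further: cells exposed to compound for four days before flow analysis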
# NTR1 agonist: NTR1-driven beta-arrestin-GFP spot formation – imaging, U2OS cells, high content, primary screen (AID 493036). P30989. agonist mode. 330,000 tested, 0.17% active. activation, % at 20 µM;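 active means activation at or above 40% of the spot to cytoplasm intensity ratio, with at least 20 cells analyzed; inconclusive means wells under 20 cells, flagged as cytotoxic or low count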;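 further: 0% = DMSO without peptide and 100% = 100 nM NTR1 peptide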
# Target sequence (P30989 whole entry, looked up): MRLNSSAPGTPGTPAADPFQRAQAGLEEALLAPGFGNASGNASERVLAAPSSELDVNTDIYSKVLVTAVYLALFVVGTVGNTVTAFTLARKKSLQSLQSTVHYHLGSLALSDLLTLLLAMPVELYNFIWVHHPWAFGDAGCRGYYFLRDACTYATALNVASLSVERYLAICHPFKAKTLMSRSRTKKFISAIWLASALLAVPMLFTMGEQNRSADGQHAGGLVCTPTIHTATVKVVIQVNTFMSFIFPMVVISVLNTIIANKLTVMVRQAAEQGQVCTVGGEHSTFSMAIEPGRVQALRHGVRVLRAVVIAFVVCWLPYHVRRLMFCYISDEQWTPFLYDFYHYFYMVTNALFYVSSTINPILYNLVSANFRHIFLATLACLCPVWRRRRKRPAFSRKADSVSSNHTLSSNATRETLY
# GPR35 antagonists: GPR35 antagonists blocking zaprinast-driven arrestin recruitment, primary screen, imaging, U2OS, beta-arrestin-GFP, zaprinast agonist (AID 2058); U2OS GPR35 beta-arrestin-GFP translocation imaging, zaprinast antagonism; higher % means a stronger effect; inhibition, % at 10 µM, or IC50 in µM where a hit was titrated; 290,000 tested, 0.052% active;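 active means inhibition of at least 50% with at least 30 cells and total cytoplasm GFP at most 10,000,000; inconclusive means under 30 cells or total GFP of 10,000,000 plus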
# MgcRacGAP inhibition: MgcRacGAP GTPase-activating activity inhibitors, confirmation, biochemical, ADP Hunter fluorescence | MgcRacGAP-stimulated Rac1 GTP hydrolysis, ADP Hunter fluorescence; higher % means a stronger effect; GST-tagged Rac1 F28L mutant substrate | one-dose inhibition, % at 30 µM; IC50 in µM for titrated hits | 340,000 tested, 0.6% active;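 active means first-screen hits whose inhibition reached a set limit at any dose in the follow-up dose series; inconclusive means inhibition above the set first-screen limit but never retested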;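 further: fluorescence reports GDP produced by GAP-driven GTP hydrolysis; strong numbers were not always called active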
# HIV fusion peptide: inhibitors of HIV fusion peptide binding, primary screen, biochemical, uHTS, fluorescence dequenching (AID 1986) | one-dose inhibition, % at 20 µM; IC50 in µM for titrated hits | 290,000 tested, 0.3% active | cell-free peptide binding, fluorescence dequenching, 30 min; higher % means a stronger effect; in the data active means inhibition mostly above about 52%, no sharp cut-off; inactive means mostly below about 76%; further: some results filed as inactive read as strong as hits
# LYP phosphatase: inhibitors of LYP phosphatase, biochemical, fluorescence intensity, uHTS (AID 1779); recombinant LYP phosphatase, fluorescence intensity; higher % means a stronger effect; one-dose inhibition, % at 11.5 µM; IC50 in µM for titrated hits; 290,000 tested, 0.054% active; in the data active means inhibition above about 50%;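 further: plate controls were vehicle with enzyme for no effect and no enzyme for full effect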
# NTR1 agonist cell count 20 µM: recorded beside NTR1 agonist, whose call it bears; cell count; measured here: cell count, cytotoxicity flag
# Myeloid diff MLP GFP+ MAC1+ %: recorded beside Myeloid diff MLP, whose call it bears; GFP+ MAC1+ double positive, %; measured here: differentiation confirmed by MAC1 staining
# * hit, by the source's call; i = inactive; ? = inconclusive; . = not tested or not shown.
SMILES,Salmonella PhoP GFP,GPR55 antagonists,Siah-1 displacement,Myeloid diff MLP,Myeloid diff MLP GFP+ MAC1+ %,NTR1 agonist,NTR1 agonist cell count 20 µM,GPR35 antagonists,MgcRacGAP inhibition,HIV fusion peptide,LYP phosphatase
CCCC(C)NC(=O)CSc1nnc(-c2c[nH]c3ccccc23)o1 (centres undefined),13%,14%,0%,i,0.5,-0.8,78,7%,6%,-0.6%,-10%
COC(=O)C(CC(=O)c1ccc(Br)cc1)n1cccn1 (centres undefined),1%,-10%,2%,.,.,1.3,41,11%,6%,-0.2%,-6%
Cc1cccc(CC(=O)NC2CCS(=O)(=O)C2)c1 (centres undefined),5%,.,.,i,1.6,-0.9,62,.,8%,.,.
CN(C(=O)CNC(=O)c1ccc(Br)o1)C1CCCCC1,0%,4%,2%,i,5.4,1.5,70,4%,7%,1.5%,2%
Cc1ccccc1N(CC(=O)NC1CCCC1)C(=O)c1oc(C(C)(C)C)cc1C,-12%,12%,-8%,i,3.5,5.2,49,3%,0%,-3.5%,5%
C/C(NC1CCCCC1)=C(/C#N)C(=O)NCCN1CCOCC1,7%,2%,3%,i,0.8,-0.1,44,2%,8%,-2.9%,0%
Cc1ccc2nc(SCC(=O)Nc3cc(C)on3)nc(=O)n2c1,-5%,.,.,i,0.7,1.9,58,.,4%,.,.
Cc1ccc(N(C(=O)CNC(=O)c2ccco2)C(C(=O)NC2CCCC2)c2cccnc2)cc1F (centres undefined),7%,9%,-6%,i,2.0,0.3,52,-17%,-5%,-0.1%,-13%
CN1C(C(=O)Nc2ccc(OC(F)(F)F)cc2)=CC(c2ccco2)=NS1(=O)=O,-8%,11%,1%,i,1.3,5.4,63,15%,10%,0.3%,-6%
CCc1nc(C#N)c(N2CCOCC2)o1,-7%,6%,11%,i,0.7,2.6,55,2%,0%,0.5%,4%
N#Cc1cc(C(=O)c2cc(Br)ccc2O)cn(C2CCCCC2)c1=O,-2%,-5%,-1%,i,9.6,6.0,64,3%,11%,-0.7%,-8%
COc1ccc(NC(=O)C2C3C=CC(O3)C2C(=O)NCc2cccnc2)cc1 (centres undefined),3%,4%,2%,i,0.5,-0.5,68,11%,-1%,-2.7%,-6%
O=C(CNC(=O)c1cccs1)NCCN1CCN(c2ccccc2F)CC1,-3%,7%,-4%,i,1.0,0.1,45,29%,4%,-1.1%,-2%
COc1ccccc1N1CCN(CCN2C(=O)C3CCCN3C2=O)CC1 (centres undefined),-7%,7%,1%,i,0.5,-0.1,61,-9%,9%,1.6%,-8%
O=C(O)CSc1c(-c2ccccc2)c2cc(Cl)ccc2[nH]c1=O,8%,-3%,7%,i,0.5,-1.5,35,0%,7%,7.0%,2%
O=C(O)c1ccc(NS(=O)(=O)c2ccc3c(c2)C(=O)c2cc(S(=O)(=O)Nc4ccc(C(=O)O)cc4)ccc2-3)cc1,-4%,-7%,-9%,i,0.6,5.0,80,-10%,10%,38%,-3%
Cn1c(Cc2ccccc2)nnc1SCc1nc2ccccc2c(=O)[nH]1,-2%,-36%,5%,i,0.5,0.9,38,-14%,1%,-0.5%,1%
CS(=O)(=O)N(CC(=O)Nc1ccccc1C(=O)NCc1ccccc1)c1ccc2c(c1)OCCO2,-7%,-11%,-5%,i,5.9,-0.4,63,8%,3%,3.8%,-3%
CC(C)c1cc(C(=O)Nc2cccc(C(F)(F)F)c2)no1,1%,-4%,-4%,i,1.2,1.4,83,22%,-5%,-2.7%,-2%
CCC(C)(C)NC(=O)CN(C(=O)CCC(=O)Nc1cc(C)ccn1)c1ccc2c(c1)OCCO2,4%,5%,1%,i,0.1,1.3,49,6%,1%,-1.2%,-4%
O=C(NCc1ccc(F)cc1)C1CCN(S(=O)(=O)c2ccc3c(c2)OCCCO3)CC1,5%,6%,10%,i,1.9,2.0,53,5%,8%,1.0%,-3%
O=C1N=C(N2CCOCC2)S/C1=C\c1ccccc1OS(=O)(=O)c1ccccc1,-11%,2%,14%,i,1.1,-0.3,36,-10%,2%,-0.6%,-3%
Cc1nn(CC(=O)N/N=C/c2ccc3c(c2)OCO3)c(C)c1Br,-9%,18%,27%,i,0.9,-0.1,81,1%,10%,0.6%,-3%
Cc1ccc(N2C(=O)c3ccc(C(=O)O)cc3C2=O)cc1C,15%,-15%,-7%,i,1.1,0.7,87,7%,8%,0.5%,-2%
NS(=O)(=O)c1ccc(NC(=O)Cn2ncc3c2-c2ccccc2OC3)cc1,-6%,8%,-2%,i,7.0,-2.8,65,-4%,-1%,-1.3%,-6%
Cc1ccc(OCCCNC2CCCC2)cc1,16%,4%,4%,i,0.5,0.0,77,-2%,13%,1.7%,-6%
COc1ccc(NC(=O)Cc2ccccc2)cc1,3%,0%,2%,i,0.7,-2.3,73,-3%,0%,1.7%,-4%
Cc1nn(Cc2c(Cl)cccc2Cl)c(C)c1NC(=O)CCCn1nc([N+](=O)[O-])c(Cl)c1C,-4%,6%,0%,i,1.2,2.0,55,0%,-13%,0.3%,10%
CCCCNC1CCS(=O)(=O)C1 (centres undefined),-10%,2%,-2%,i,5.0,1.1,52,-3%,0%,-1.0%,-8%
NS(=O)(=O)c1ccc(CNC(=O)C2CCCCC2)cc1,13%,0%,-3%,i,7.0,0.9,43,-21%,6%,-0.5%,-1%
CCN(CC)CC(=O)Nc1sc(C)c(C)c1C(=O)c1ccc(C)cc1,3%,17%,9%,i,0.6,7.8,55,1%,1%,1.8%,-1%
O=C(NC1CC1)c1cc(-c2ccccn2)nc2ccccc12,0%,24%,7%,i,0.6,1.5,87,-4%,-1%,0.4%,-1%
O=C(O)c1coc2ccccc12,-24%,4%,-2%,.,.,0.3,53,4%,.,1.6%,-11%
O=C(c1ccccc1F)N(Cc1cccnc1)Cc1cc2cc3c(cc2[nH]c1=O)OCCO3,0%,1%,-2%,i,0.1,-1.2,51,-6%,-1%,-0.4%,-6%
CN(C)c1ccc(CNS(=O)(=O)c2ccc3c(c2)C(C)(C)C(=O)N3C)cc1,.,20%,-3%,i,1.1,-0.9,68,-8%,6%,-1.5%,-4%
CSc1ccc(CN2CCC(Oc3ccc(C(=O)N4CCCC4)cc3)CC2)cc1,2%,-2%,1%,i,1.8,-0.1,73,-6%,11%,0.6%,-8%
COc1ccc(C(=O)NNC(=S)NC(=O)/C=C/c2cccs2)cc1,-5%,2%,-4%,i,0.2,-0.5,47,0%,16%,5.8%,-4%
Cc1cccc(NC(=O)c2nc(S(=O)(=O)Cc3ccccc3)ncc2Cl)c1,-15%,-19%,-4%,?,.,1.3,55,42%,4%,-2.2%,-3%
COCCn1c(SCc2nc3ccccc3c(=O)[nH]2)nc2ccccc2c1=O,0%,-4%,0%,i,0.1,-1.9,53,0%,6%,1.8%,-6%
O=C(COc1ccc(NS(=O)(=O)c2ccc(F)cc2)cc1)N1CCOCC1,3%,8%,1%,i,0.3,0.1,56,29%,-26%,-2.1%,-5%
Cc1cc(Cl)c2oc(C(=O)N(C)Cc3cc(C)[nH]n3)c(C)c2c1,-4%,18%,-3%,i,3.7,6.1,44,13%,0%,0.4%,-7%
CC(C)(C)c1ccc(OCCC(=O)OCC(=O)NC2CCCCC2)cc1,0%,.,.,i,0.5,2.3,62,.,2%,.,.
CC(NC(=O)Cc1ccc(F)cc1)C(c1cccs1)N1CCN(C)CC1 (centres undefined),-3%,4%,5%,i,8.1,0.3,49,-16%,9%,4.0%,-5%
Cc1cc(C)c(-c2cc(C(F)(F)F)no2)c(=O)[nH]1,-7%,4%,14%,i,0.4,5.4,48,-6%,9%,-0.3%,-6%
COc1ccccc1N(C)S(=O)(=O)c1ccc(C(=O)N2CCC(C(N)=O)CC2)cc1,1%,1%,-2%,i,0.9,1.1,87,3%,5%,0.4%,3%
O=S(=O)(c1ccccc1)N(CC1CO1)c1cccc2ccccc12 (centres undefined),17%,-1%,4%,i,0.2,0.0,47,3%,.,0.3%,-12%
O=C(c1cccs1)N1CCN=C1SCc1cccnc1,-11%,11%,-2%,i,1.7,-3.6,100,-5%,-14%,-3.1%,-6%
CCCCn1c(=O)n(CC(=O)NCc2ccc(C)cc2)c(=O)c2c1nc(CO)n2CCC,-6%,1%,-4%,i,0.9,-1.5,57,5%,12%,-1.1%,-6%
CC(C)C(NC(=O)C1CCC(C(C)(C)C)CC1)C(=O)NCCc1ccc(S(N)(=O)=O)cc1 (centres undefined),0%,2%,-1%,i,0.3,8.5,80,3%,6%,0.8%,-3%
CCc1cc(C(=O)N2CCCC(CCC(=O)NCc3cccc(OC)c3)C2)no1 (centres undefined),1%,14%,-2%,i,0.3,0.8,67,5%,7%,2.6%,-5%
O=C(Nc1cccc(Cl)c1)Nc1nc(-c2ccccc2)cs1,-7%,-14%,-12%,i,0.2,3.5,63,-17%,4%,1.2%,-8%
O=C(NCCN1CCN(c2ccccc2)CC1)c1cccc(Cl)c1,2%,0%,0%,i,1.1,-0.6,81,-12%,0%,-1.4%,-10%
COCC(=O)Nc1ccc(S(=O)(=O)NCC2CCCO2)cc1 (centres undefined),2%,-9%,1%,i,0.7,-1.6,47,3%,10%,-0.9%,-6%
O=C(Nc1ccccc1O)c1nc(Cl)ccc1Cl,-2%,10%,-1%,i,0.6,1.6,51,5%,5%,-5.0%,-9%
COC1(OC)N=C(N)C2(C#N)C(c3cccc(Oc4ccccc4)c3)C12C#N (centres undefined),-7%,-2%,0%,i,0.6,0.2,35,4%,9%,-4.2%,-5%
Cc1cc(C)nc(N2CCN(CC(=O)NCc3ccccc3)CC2)n1,-9%,-14%,-3%,i,1.4,-1.9,66,10%,-46%,7.3%,2%
CC(C)Sc1nnc([C@H](Cc2c[nH]c3ccccc23)NC(=O)OC(C)(C)C)o1,-7%,-5%,1%,i,0.5,9.1,74,-4%,6%,0.4%,-2%
